Screening results: PubChem, NCI
NCI-60 one-dose screen, 48 h, at 10 µM unless noted. Numbers give growth in % (100 = growth as untreated, 0 = no growth, -100 = all killed).
SK-OV-3: SK-OV-3 ovarian cancer cells; 80,000 compounds, 3.2% hits; AID 1794785
IGROV1: IGROV1 ovarian cancer; AID 1794786; 79,000 compounds, 4.7% hits
HCT-15: HCT-15 colon cancer; 82,000 compounds, 5.2% hits; AID 1794746
KM12: KM12 colon cancer cells; 82,000 compounds, 5% hits; AID 1794800
COLO 205: COLO 205 colon cancer; 79,000 compounds, 7.3% hits
SW-620: SW-620 colon cancer. 82,000 compounds, 5.2% hits
HT29: HT29 colon cancer | 81,000 compounds, 7.4% hits
OVCAR-4: OVCAR-4 ovarian cancer cells | 80,000 compounds, 3.7% hits | AID 1794784
HCT-116: HCT-116 colon cancer. 82,000 compounds, 7.3% hits. AID 1794798
An asterisk follows results filed as active; [ ] = dose if it differs, or a comment. How the source made its calls: active means growth percent below 10; inactive means the rest.

What do the screens show for `CCOC(=O)C1[C@@H]2C(=O)N(c3ccccc3)C(=O)[C@@H]2[C@H](c2nc[nH]c2C)N1Cc1ccccc1` (stereo not given in full)?
SK-OV-3: 101.1; IGROV1: 103.3; HCT-15: 97.2; KM12: 104.3; COLO 205: 109.9; SW-620: 98.3; HT29: 98.0; OVCAR-4: 103.8; HCT-116: 101.8

Results for CSc1nnnn1-c1ccccc1 ?
SK-OV-3: 98.7; IGROV1: 109.6; HCT-15: 103.8; KM12: 107.5; COLO 205: 110.7; SW-620: 102.6; HT29: 108.8; OVCAR-4: 112.6; HCT-116: 101.2

What do the screens show for `Clc1cn2cc(-c3ccc(Cl)c(Cl)c3Cl)nc2s1`?
SK-OV-3: 103.0; IGROV1: 55.7; HCT-15: 93.9; KM12: 110.9; COLO 205: 105.8; SW-620: 110.6; HT29: 111.9; OVCAR-4: 100.1; HCT-116: 96.9

What do the screens show for `NS(=O)(=O)c1ccc(C(=O)NN2C(=O)c3cc(Cl)c(Cl)cc3C2=O)cc1`?
SK-OV-3: 115.3; IGROV1: 103.4; HCT-15: 100.6; KM12: 104.2; COLO 205: 115.2; SW-620: 102.6; HT29: 104.6; OVCAR-4: 107.8; HCT-116: 101.5

What do the screens show for `O=C(/C=C(/C=C/c1ccc(F)c(F)c1F)OB(F)F)/C=C/c1ccc(F)c(F)c1F`?
SK-OV-3: 108.8; IGROV1: 107.5; HCT-15: 101.3; KM12: 96.2; COLO 205: 116.8; SW-620: 103.4; HT29: 110.4; OVCAR-4: 102.7; HCT-116: 81.9

What do the screens show for `Nc1nn(-c2ccccc2)c2nc(=S)[nH]c(-c3ccccc3)c12`?
SK-OV-3: 102.2; IGROV1: 89.8; HCT-15: 105.3; KM12: 103.9; COLO 205: 109.3; SW-620: 98.7; HT29: 101.4; OVCAR-4: 104.5; HCT-116: 101.2

How did COc1ccc(CN2[C@H](C)C=C[C@H](C(C)C)N(Cc3ccccc3)S2(=O)=O)cc1 do in these assays?
SK-OV-3: 97.5[1.25 µM]; IGROV1: 95.2[1.25 µM]; HCT-15: 102.1[1.25 µM]; KM12: 111.2[1.25 µM]; COLO 205: 111.8[1.25 µM]; SW-620: 101.8[1.25 µM]; HT29: 81.6[1.25 µM]; OVCAR-4: 102.1[1.25 µM]; HCT-116: 84.4[1.25 µM]

What do the screens show for `CC1(C)OC(=O)C(=Cc2ccc(Br)cc2)C(=O)O1`?
SK-OV-3: 97.3; IGROV1: 95.4; HCT-15: 102.1; KM12: 103.9; COLO 205: 97.0; SW-620: 96.9; HT29: 110.5; OVCAR-4: 99.0; HCT-116: 92.4

How did COc1cc(CC(=O)O)ccc1O do in these assays?
SK-OV-3: 105.3; IGROV1: 112.8; HCT-15: 101.5; KM12: 104.6; COLO 205: 111.9; SW-620: 105.1; HT29: 103.2; OVCAR-4: 120.3; HCT-116: 107.0

What do the screens show for `O=C1Nc2c3c(nn2N=Nc2ccccc21)CCCCC3`?
SK-OV-3: 114.8; IGROV1: 105.4; HCT-15: 84.6; KM12: 104.0; COLO 205: 172.5; SW-620: 107.6; HT29: 108.0; OVCAR-4: 99.5; HCT-116: 93.7

What do the screens show for `O=C(CBr)OCCCc1ccccc1`?
SK-OV-3: 101.6; IGROV1: 89.3; HCT-15: 99.6; KM12: 107.8; COLO 205: 104.0; SW-620: 102.2; HT29: 121.8; OVCAR-4: 105.5; HCT-116: 100.7

How did COc1cc2cc(Oc3ccc(NC(=O)Nc4cc(C(F)(F)F)cc(C(F)(F)F)c4)cc3)c(C)nc2cc1OCCN(C)C do in these assays?
SK-OV-3: 113.5; IGROV1: 103.5; HCT-15: 103.5; KM12: 103.6; COLO 205: 114.7; SW-620: 106.0; HT29: 119.5; OVCAR-4: 104.3; HCT-116: 110.1

Results for COc1cc([C@@H](CCO)C[C@H](C)c2ccc3ccccc3c2)cc(OC)c1OC ?
SK-OV-3: 33.8; IGROV1: 51.2; HCT-15: 26.3; KM12: 26.3; COLO 205: 16.1; SW-620: 18.9; HT29: 11.2; OVCAR-4: 55.8; HCT-116: 18.7

How did COc1ccccc1N=Cc1ccccc1 do in these assays?
SK-OV-3: 99.6; IGROV1: 106.5; HCT-15: 105.3; KM12: 105.2; COLO 205: 106.6; SW-620: 102.5; HT29: 102.2; OVCAR-4: 99.6; HCT-116: 102.4

How did CCCCCCCCCc1ccc(OC(=O)CC)cc1 do in these assays?
SK-OV-3: 110.8; IGROV1: 111.6; HCT-15: 99.6; KM12: 110.3; COLO 205: 114.3; SW-620: 101.1; HT29: 100.0; OVCAR-4: 104.8; HCT-116: 104.6

What do the screens show for `O=C(O)c1cn(C2CC2)c2cc(N3CCN(C(=O)CN4C(=O)S/C(=C/c5ccc(F)cc5)C4=O)CC3)c(F)cc2c1=O`?
SK-OV-3: 119.2; IGROV1: 102.1; HCT-15: 103.6; KM12: 107.4; COLO 205: 114.8; SW-620: 99.9; HT29: 109.8; OVCAR-4: 105.1; HCT-116: 103.2

How did Nc1c(Br)cc2c(c1Br)Cc1cc([N+](=O)[O-])ccc1-2 do in these assays?
SK-OV-3: 92.2; IGROV1: 134.6; HCT-15: 104.2; KM12: 99.1; COLO 205: 109.4; SW-620: 102.9; HT29: 110.4; OVCAR-4: 85.4; HCT-116: 95.3

Results for CC1CCCC(C(=O)O)C1C(=O)O (stereo not given) ?
SK-OV-3: 90.4; IGROV1: 105.5; HCT-15: 101.7; KM12: 105.6; COLO 205: 102.1; SW-620: 98.9; HT29: 98.8; OVCAR-4: 103.2; HCT-116: 99.5

What do the screens show for `O=C(Oc1ccc(-c2ccccc2)cc1)c1ccccc1`?
SK-OV-3: 118.0; IGROV1: 110.5; HCT-15: 104.0; KM12: 102.4; COLO 205: 113.1; SW-620: 105.4; HT29: 118.0; HCT-116: 106.1

What do the screens show for `COc1cccc(/C=N/NC(=O)c2ccncc2)c1`?
SK-OV-3: 92.3; IGROV1: 81.6; HCT-15: 109.5; KM12: 104.0; COLO 205: 113.4; HT29: 104.3; OVCAR-4: 101.2; HCT-116: 99.1

What do the screens show for `CCCCCN1C(=O)/C(=c2\sc3n(c2=O)C2C(NN=3)N(CC)C(=O)N2CC)c2cccc(C)c21` (stereo not given)?
SK-OV-3: 89.3; IGROV1: 44.8; HCT-15: 19.9; KM12: 26.6; COLO 205: 38.7; SW-620: 43.5; HT29: 37.9; OVCAR-4: 52.1; HCT-116: 32.3

Results for O=C(c1ccc([N+](=O)[O-])cc1)c1ccccn1 ?
SK-OV-3: 110.3; IGROV1: 119.9; HCT-15: 104.6; KM12: 97.6; COLO 205: 111.1; SW-620: 98.2; HT29: 108.2; OVCAR-4: 107.0; HCT-116: 87.1

How did O=S(=O)(NCCNc1nccc(-c2c(-c3cccc(F)c3)nc3sccn23)n1)c1ccc(Br)cc1 do in these assays?
SK-OV-3: 77.3; IGROV1: 8.5*; HCT-15: 29.2; KM12: 42.5; COLO 205: 36.4; SW-620: 54.8; HT29: 28.2; OVCAR-4: 47.0; HCT-116: 33.9

How did Cc1cc(/C=C2\SC(=Nc3ccccc3)N(C3CCCC3)C2=O)c(C)n1-c1ccc(Cl)cc1 do in these assays?
SK-OV-3: -90.5*; IGROV1: -48.6*; HCT-15: -28.2*; COLO 205: -94.5*; SW-620: -61.6*; HT29: -65.8*; OVCAR-4: -35.3*; HCT-116: -50.5*

What do the screens show for `C[N+](C)([O-])Cc1ccccc1`?
SK-OV-3: 103.3; IGROV1: 106.6; HCT-15: 93.9; KM12: 103.3; COLO 205: 115.8; SW-620: 107.0; HT29: 99.0; HCT-116: 105.4

How did O=C(CN1C(=O)c2ccccc2C1=O)N1CCOCC1 do in these assays?
SK-OV-3: 93.4; IGROV1: 98.9; HCT-15: 105.9; KM12: 97.7; COLO 205: 103.4; SW-620: 104.3; HT29: 86.7; OVCAR-4: 125.7; HCT-116: 93.7

What do the screens show for `CCCCCCCCCCCCCCCCCC1=NC(C)(CO)CO1` (stereo not given)?
SK-OV-3: 97.8; IGROV1: 101.0; HCT-15: 92.4; KM12: 102.2; COLO 205: 101.4; SW-620: 107.6; HT29: 92.8; HCT-116: 105.1

Results for Cc1nn(-c2ccccc2)c(N2CCCC2)c1/C=N/N=c1\sc2ccccc2n1C ?
SK-OV-3: 89.6; IGROV1: 74.9; HCT-15: 25.8; KM12: 61.8; COLO 205: 62.3; SW-620: 54.3; HT29: 41.2; OVCAR-4: 101.6; HCT-116: 21.3

How did CC(=O)Nc1ccc(S(=O)(=O)/N=S(\C)c2ccc(C)cc2)cc1 (stereo not given) do in these assays?
SK-OV-3: 89.4; IGROV1: 102.7; HCT-15: 99.2; KM12: 103.0; COLO 205: 106.2; SW-620: 109.1; HT29: 105.9; OVCAR-4: 99.4; HCT-116: 106.7

How did Cc1ccc(-n2cc(-c3ccccc3)c3c(SCC(=O)n4[nH]c(N)cc4=O)ncnc32)cc1 do in these assays?
SK-OV-3: 74.1; IGROV1: 96.6; HCT-15: 114.4; KM12: 105.2; COLO 205: 93.8; SW-620: 98.5; HT29: 100.5; OVCAR-4: 110.1; HCT-116: 91.8

Nothing new here: 4 of the compounds above.
What do the screens show for `CCCCCCCCCCCCCCCCCC1=NC(C)(CO)CO1` (stereo not given)?
SK-OV-3: 97.8; IGROV1: 101.0; HCT-15: 92.4; KM12: 102.2; COLO 205: 101.4; SW-620: 107.6; HT29: 92.8; HCT-116: 105.1

Results for Cc1nn(-c2ccccc2)c(N2CCCC2)c1/C=N/N=c1\sc2ccccc2n1C ?
SK-OV-3: 89.6; IGROV1: 74.9; HCT-15: 25.8; KM12: 61.8; COLO 205: 62.3; SW-620: 54.3; HT29: 41.2; OVCAR-4: 101.6; HCT-116: 21.3

How did CC(=O)Nc1ccc(S(=O)(=O)/N=S(\C)c2ccc(C)cc2)cc1 (stereo not given) do in these assays?
SK-OV-3: 89.4; IGROV1: 102.7; HCT-15: 99.2; KM12: 103.0; COLO 205: 106.2; SW-620: 109.1; HT29: 105.9; OVCAR-4: 99.4; HCT-116: 106.7

How did Cc1ccc(-n2cc(-c3ccccc3)c3c(SCC(=O)n4[nH]c(N)cc4=O)ncnc32)cc1 do in these assays?
SK-OV-3: 74.1; IGROV1: 96.6; HCT-15: 114.4; KM12: 105.2; COLO 205: 93.8; SW-620: 98.5; HT29: 100.5; OVCAR-4: 110.1; HCT-116: 91.8

Following part
How did CCCCNC(=O)Oc1ccc(/C(=C(/CC)Cc2ccccc2)c2ccc(OCCN3CCOCC3)cc2)cc1 do in these assays?
SK-OV-3: 95.8; IGROV1: 88.5; HCT-15: 67.0; KM12: 83.4; COLO 205: 107.4; SW-620: 87.8; HT29: 81.6; OVCAR-4: 90.9; HCT-116: 50.8

How did CCOC(=O)c1cc2c(nc1OC)-c1cnn(-c3ccc(OC)cc3)c1CC2 do in these assays?
SK-OV-3: 111.0; IGROV1: 93.5; HCT-15: 25.2; KM12: 78.0; COLO 205: 108.4; SW-620: 106.8; HT29: 63.6; OVCAR-4: 78.1; HCT-116: 85.3

How did NC(=O)Nc1ncnc2c1cnn2-c1ccccc1 do in these assays?
SK-OV-3: 107.2; IGROV1: 65.3; HCT-15: 80.2; KM12: 78.6; COLO 205: 85.2; SW-620: 93.9; HT29: 87.1; OVCAR-4: 80.3; HCT-116: 83.0

How did CC(=O)OC1=C(Br)CCc2ccccc21 do in these assays?
SK-OV-3: 93.7; IGROV1: 108.7; HCT-15: 104.4; KM12: 95.4; COLO 205: 100.2; SW-620: 94.9; HT29: 103.0; OVCAR-4: 98.6; HCT-116: 103.9

How did Brc1ccc([I+]c2ccc(Br)cc2)cc1 do in these assays?
SK-OV-3: 43.6; IGROV1: 26.2; HCT-15: 49.3; KM12: 3.5*; COLO 205: -28.7*; SW-620: 17.8; HT29: 5.4*; OVCAR-4: 22.3; HCT-116: 8.9*

How did COc1ccc(/C=c2\[nH]c3nc4sc(C)c(C)c4c(=O)n3c2=O)cc1 do in these assays?
SK-OV-3: 106.8; IGROV1: 102.8; HCT-15: 95.6; KM12: 104.7; COLO 205: 110.8; SW-620: 100.1; HT29: 95.9; OVCAR-4: 89.5; HCT-116: 97.1

Results for O/N=C(\C=N\O)c1ccccc1 ?
SK-OV-3: 100.9; IGROV1: 103.5; HCT-15: 96.0; KM12: 98.3; COLO 205: 110.6; SW-620: 83.2; HT29: 95.4; OVCAR-4: 106.0; HCT-116: 90.9

What do the screens show for `Cc1ccc(S(=O)(=O)Oc2ccc3sc4c(CO)ccc(NCCN(C)C)c4c(=O)c3c2)cc1`?
SK-OV-3: -85.1*[100 µM]; IGROV1: -74.1*[100 µM]; HCT-15: -93.8*[100 µM]; KM12: -68.6*[100 µM]; COLO 205: -87.6*[100 µM]; SW-620: -88.0*[100 µM]; HT29: -84.3*[100 µM]; OVCAR-4: -97.9*[100 µM]; HCT-116: -75.9*[100 µM]

What do the screens show for `CC(=O)Nc1cccc(C(=O)C2=Cc3cccn3Cc3cnnn32)c1`?
SK-OV-3: 100.0; IGROV1: 94.7; HCT-15: 107.2; KM12: 107.7; COLO 205: 105.5; SW-620: 94.2; HT29: 88.7; OVCAR-4: 102.8; HCT-116: 92.1

What do the screens show for `O=C(Nc1nc(-c2ccccc2)cc(-c2ccc(Cl)cc2)n1)c1cccnc1`?
SK-OV-3: 110.3; IGROV1: 103.5; HCT-15: 88.7; KM12: 98.9; COLO 205: 108.6; SW-620: 97.7; HT29: 102.9; OVCAR-4: 83.3; HCT-116: 99.7
